Pf apPOL block: Pf-apPOL DNA polymerase inhibition; Recombinant Pf-apPOL, molecular beacon fluorescence, 1.5 h; inhibition, % at 10 µM; hit rate 0.25% among 210,000
mHTT CaM bind: inhibitors of human mutant huntingtin-calmodulin interaction; AlphaScreen His-mHTT/GST-CaM binding, luminescence; inhibition, % at 15 µM; hit rate 3.6% among 190,000;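 note: 0% = both proteins with DMSO and 100% = one protein alone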
Target sequence (P42858 whole entry, looked up, stated change not applied): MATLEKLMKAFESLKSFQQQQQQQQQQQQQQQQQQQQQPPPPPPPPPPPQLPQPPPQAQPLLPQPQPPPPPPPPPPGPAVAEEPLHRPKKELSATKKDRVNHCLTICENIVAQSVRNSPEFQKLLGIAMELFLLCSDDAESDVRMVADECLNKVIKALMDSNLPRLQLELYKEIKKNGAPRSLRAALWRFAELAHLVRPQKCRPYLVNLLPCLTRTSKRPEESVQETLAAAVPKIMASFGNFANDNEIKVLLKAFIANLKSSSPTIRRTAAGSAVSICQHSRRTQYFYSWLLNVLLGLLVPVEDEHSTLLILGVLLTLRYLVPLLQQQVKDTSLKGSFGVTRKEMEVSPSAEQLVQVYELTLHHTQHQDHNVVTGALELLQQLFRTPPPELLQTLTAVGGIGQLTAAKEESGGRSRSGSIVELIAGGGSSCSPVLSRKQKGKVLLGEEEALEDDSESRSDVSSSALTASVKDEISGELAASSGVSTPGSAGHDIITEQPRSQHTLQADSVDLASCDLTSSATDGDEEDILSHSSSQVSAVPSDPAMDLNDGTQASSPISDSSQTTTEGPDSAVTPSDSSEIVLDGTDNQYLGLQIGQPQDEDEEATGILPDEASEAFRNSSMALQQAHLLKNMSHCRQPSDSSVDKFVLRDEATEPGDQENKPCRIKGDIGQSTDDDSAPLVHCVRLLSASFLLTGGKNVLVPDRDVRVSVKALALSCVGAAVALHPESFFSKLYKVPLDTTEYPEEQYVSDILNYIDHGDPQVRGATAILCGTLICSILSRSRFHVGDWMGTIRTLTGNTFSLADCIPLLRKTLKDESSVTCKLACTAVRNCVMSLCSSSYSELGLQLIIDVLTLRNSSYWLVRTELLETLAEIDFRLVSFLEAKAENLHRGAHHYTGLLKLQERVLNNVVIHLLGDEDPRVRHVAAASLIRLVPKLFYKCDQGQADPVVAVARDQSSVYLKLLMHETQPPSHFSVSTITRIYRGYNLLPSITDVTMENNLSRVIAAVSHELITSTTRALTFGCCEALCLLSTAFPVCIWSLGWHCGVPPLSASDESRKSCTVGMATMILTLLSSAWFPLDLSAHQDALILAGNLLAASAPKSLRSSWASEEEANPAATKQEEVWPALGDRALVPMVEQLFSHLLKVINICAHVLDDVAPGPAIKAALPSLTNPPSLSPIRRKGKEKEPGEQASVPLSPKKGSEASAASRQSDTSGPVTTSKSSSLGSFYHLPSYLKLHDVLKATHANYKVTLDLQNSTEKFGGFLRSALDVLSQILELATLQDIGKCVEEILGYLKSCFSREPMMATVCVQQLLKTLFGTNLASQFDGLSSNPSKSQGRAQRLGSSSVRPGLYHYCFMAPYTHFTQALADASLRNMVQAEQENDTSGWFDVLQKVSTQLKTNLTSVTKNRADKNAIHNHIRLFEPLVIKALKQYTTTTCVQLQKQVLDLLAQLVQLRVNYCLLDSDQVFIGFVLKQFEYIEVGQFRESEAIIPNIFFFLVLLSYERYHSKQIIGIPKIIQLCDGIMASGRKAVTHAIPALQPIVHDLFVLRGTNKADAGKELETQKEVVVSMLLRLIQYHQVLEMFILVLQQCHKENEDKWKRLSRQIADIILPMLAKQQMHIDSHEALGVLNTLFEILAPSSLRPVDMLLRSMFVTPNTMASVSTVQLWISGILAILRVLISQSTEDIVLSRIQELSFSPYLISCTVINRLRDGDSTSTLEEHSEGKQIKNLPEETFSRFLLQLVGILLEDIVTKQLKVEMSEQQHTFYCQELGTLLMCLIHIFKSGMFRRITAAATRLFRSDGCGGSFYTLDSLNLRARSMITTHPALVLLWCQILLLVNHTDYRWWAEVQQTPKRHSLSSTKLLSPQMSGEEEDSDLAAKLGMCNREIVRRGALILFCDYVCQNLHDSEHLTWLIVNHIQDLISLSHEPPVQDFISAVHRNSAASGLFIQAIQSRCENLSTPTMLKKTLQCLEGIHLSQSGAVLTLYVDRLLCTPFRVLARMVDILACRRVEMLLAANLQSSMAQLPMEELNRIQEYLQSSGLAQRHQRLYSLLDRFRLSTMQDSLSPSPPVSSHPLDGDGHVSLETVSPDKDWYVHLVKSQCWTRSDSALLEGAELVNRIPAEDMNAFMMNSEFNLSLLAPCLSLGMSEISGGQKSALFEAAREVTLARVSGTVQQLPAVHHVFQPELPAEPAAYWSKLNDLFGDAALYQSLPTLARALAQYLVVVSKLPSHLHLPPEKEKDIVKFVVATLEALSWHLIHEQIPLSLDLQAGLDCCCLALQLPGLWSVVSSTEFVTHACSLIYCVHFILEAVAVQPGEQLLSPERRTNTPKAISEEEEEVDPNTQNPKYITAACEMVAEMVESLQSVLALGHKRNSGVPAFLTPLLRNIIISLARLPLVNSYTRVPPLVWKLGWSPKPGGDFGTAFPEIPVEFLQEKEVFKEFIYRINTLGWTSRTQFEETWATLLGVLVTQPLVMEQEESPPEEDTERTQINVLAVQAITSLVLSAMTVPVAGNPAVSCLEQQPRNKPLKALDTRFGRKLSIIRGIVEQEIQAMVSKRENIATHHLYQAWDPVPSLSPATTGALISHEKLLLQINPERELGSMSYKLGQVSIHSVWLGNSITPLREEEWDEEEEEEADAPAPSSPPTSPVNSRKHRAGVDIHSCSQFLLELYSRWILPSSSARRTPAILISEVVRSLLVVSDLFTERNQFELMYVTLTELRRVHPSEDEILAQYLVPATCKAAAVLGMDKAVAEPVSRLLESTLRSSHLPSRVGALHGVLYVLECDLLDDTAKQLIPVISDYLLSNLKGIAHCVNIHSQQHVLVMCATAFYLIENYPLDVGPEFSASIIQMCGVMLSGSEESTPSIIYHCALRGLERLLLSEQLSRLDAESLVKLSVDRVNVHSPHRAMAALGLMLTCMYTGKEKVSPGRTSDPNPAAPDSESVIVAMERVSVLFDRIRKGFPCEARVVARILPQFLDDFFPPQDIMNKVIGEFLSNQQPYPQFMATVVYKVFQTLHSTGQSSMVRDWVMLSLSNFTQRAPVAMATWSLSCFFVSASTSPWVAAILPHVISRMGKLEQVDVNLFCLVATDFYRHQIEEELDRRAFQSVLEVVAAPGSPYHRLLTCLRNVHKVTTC
Starred values were filed as active, the others as inactive; x = no result given; & = joins results of further samples. Cut-off read from the data, not from the text of the source: active = inhibition above about 50%; inactive = the rest. A portion of the library; the hit share may differ from the screen's.

Sequence of screens – Pf apPOL block	mHTT CaM bind
- Cc1cc(Oc2ccccc2F)nc(N2CCOCC2)n1
 : -6	-22
- CC(=O)N1CCc2sc(C(=O)NC3CCN(Cc4ccccc4)CC3)cc2C1
 : -4	18
- O=S(=O)(Nc1cc(C(F)(F)F)ccc1N1CCOCC1)c1cc(Cl)sc1Cl
 : -20	x
- Cc1ccc(N(CCCCN2C(=O)c3ccccc3C2=O)C(=O)c2ccc([N+](=O)[O-])o2)cc1
 : -7	29
- CC(C)C(=O)N1CCN(c2nc3c(s2)CC(C(=O)N2CCN(C(C)C)CC2)CC3)CC1 (centres undefined)
 : 0	7
- O=C(Nc1ccc(-c2cn3ccccc3n2)cc1)c1ccccc1I
 : -14	5
- CC1=C(C(=O)Nc2cccc(F)c2)C(c2cccnc2)C2=C(CC(c3ccccc3)CC2=O)N1 (centres undefined)
 : -5	13
- CN1C(=O)C2CCCCN2c2ccc(C(=O)NCCc3ccco3)cc21 (centres undefined)
 : 1	18
- Cc1c(C(=O)NCc2ccc(F)cc2)oc2ccc(S(=O)(=O)N3CC(C)CC(C)C3)cc12 (centres undefined)
 : -10	-4
- O=C(Nc1c2c(nn1-c1ccccc1)CSC2)c1ccc(S(=O)(=O)N2CCOCC2)cc1
 : 23	19
- Cc1cccn2c(=O)c3cc(C(=O)NC4CCCC4)c(=N)n(CCCn4ccnc4)c3nc12
 : -3	9
- C#CCNS(=O)(=O)c1cc(OCC(F)(F)F)ccc1OCC(F)(F)F
 : -4	x
- Cc1noc(-c2nn(C)c3c2CN(C(=O)NC(C)(C)C)CC3)n1
 : -4	0
- COc1cc(OC)cc(-c2nc3n(n2)C(c2ccc(F)cc2)C2=C(CCCC2=O)N3)c1 (centres undefined)
 : 2	57*
- O=c1[nH]c(=O)c2ncn([C@@H]3O[C@H](CO)[C@@H](O)[C@H]3O)c2[nH]1
 : x	-2
- O=C(O)c1ccc(CN2C(=O)c3ccc(Oc4ccc([N+](=O)[O-])cc4)cc3C2=O)cc1
 : 1	4
- Nc1ccc([N+](=O)[O-])cc1N=Cc1ccc(Cl)cc1Cl
 : -10	18
- CCCCN1CN2CCc3ccccc3C2CS1(=O)=O (centres undefined)
 : -2	-3
- COc1ccc(NC(=O)C2(c3ccc(OC)c(OC)c3)CCOCC2)cc1
 : -1	-5
- Cc1ccc(NC(=O)c2cc3n(n2)CCCN(Cc2cccc(F)c2)C3=O)cc1C
 : 0	1
- COCC(C)(O)CNC(=O)C(=O)NCCC1=CCCCC1 (centres undefined)
 : -5&-6	-3&-20
- CCCCOc1ccccc1NC(=O)CC1Sc2ccccc2NC1=O (centres undefined)
 : -6	0
- COc1cccc(NC(=O)c2cc3n(n2)C(C(F)(F)F)CC(c2ccco2)N3)c1 (centres undefined)
 : -5	-3
- COc1ccc(-c2csc(NC(=O)C3C4CCC(C4)C3C(=O)O)n2)cc1 (centres undefined)
 : 5	2
- CC1CCc2c(sc3ncnc(SCC(=O)N4CCOCC4)c23)C1 (centres undefined)
 : -9	-6
- O=C(NCc1cccnc1)c1cn(-c2ccc(Cl)cc2)nn1
 : 2	-5
- O=C(NC1CCCCC1)c1cccc(CN2C(=O)C3CCCN3C(=O)c3ccccc32)c1 (centres undefined)
 : -3	9
- COc1cc(NC(=O)CSc2nc3[nH]ncc3c(=O)n2-c2ccc(Cl)cc2)cc(OC)c1
 : -7	18
- O=C(Nc1ccc(S(=O)(=O)Nc2nccs2)cc1)C(Cl)(Cl)Cl
 : -3	0
- Cc1ccccc1Cn1cnc2c1c(=O)n(CC1CC1)c(=O)n2-c1ccccc1
 : 2	-6

Seven neighbouring compounds from above, quoted:
Sequence of screens – Pf apPOL block	mHTT CaM bind
- COc1ccc(-c2csc(NC(=O)C3C4CCC(C4)C3C(=O)O)n2)cc1 (centres undefined)
 : 5	2
- CC1CCc2c(sc3ncnc(SCC(=O)N4CCOCC4)c23)C1 (centres undefined)
 : -9	-6
- O=C(NCc1cccnc1)c1cn(-c2ccc(Cl)cc2)nn1
 : 2	-5
- O=C(NC1CCCCC1)c1cccc(CN2C(=O)C3CCCN3C(=O)c3ccccc32)c1 (centres undefined)
 : -3	9
- COc1cc(NC(=O)CSc2nc3[nH]ncc3c(=O)n2-c2ccc(Cl)cc2)cc(OC)c1
 : -7	18
- O=C(Nc1ccc(S(=O)(=O)Nc2nccs2)cc1)C(Cl)(Cl)Cl
 : -3	0
- Cc1ccccc1Cn1cnc2c1c(=O)n(CC1CC1)c(=O)n2-c1ccccc1
 : 2	-6

Structural class, the entries above containing a thiophene ring, fused or not
Sequence of screens – Pf apPOL block	mHTT CaM bind
- CC(=O)N1CCc2sc(C(=O)NC3CCN(Cc4ccccc4)CC3)cc2C1
 : -4	18
- O=S(=O)(Nc1cc(C(F)(F)F)ccc1N1CCOCC1)c1cc(Cl)sc1Cl
 : -20	x
- CC1CCc2c(sc3ncnc(SCC(=O)N4CCOCC4)c23)C1 (centres undefined)
 : -9	-6

Continued.
Sequence of screens – Pf apPOL block	mHTT CaM bind
- COc1cccc(N2CCN(C(=O)C3CC(=O)N(CCc4ccccc4)C3)CC2)c1 (centres undefined)
 : -13	5
- COc1ccccc1-c1cc(=O)c2ccccc2o1
 : -10	x
- O=C1OC(c2ccc(Br)cc2)=N/C1=C\C(Cl)=C\c1ccccc1
 : -16	11
- O=C(COc1ccc(F)cc1)NC(C(=O)O)C12CC3CC(CC(C3)C1)C2 (centres undefined)
 : -4	-3
- O=C(Nc1cccc(F)c1)c1cc2ccccc2oc1=O
 : 0	0
- COc1cccc(Nc2nc(C)cc(C)c2C#N)c1
 : -1	-9
- O=C(c1cccc(I)c1)n1nnc2ccccc21
 : -3	0
- O=C(Cc1cccs1)N1CCC(c2nnc(C(F)(F)F)o2)CC1
 : 14	1
- COc1cccc(C(C)NC(=O)c2cnccn2)c1 (centres undefined)
 : -5	4
- O=C(CSc1nc2[nH]ncc2c(=O)n1-c1cccc(C(F)(F)F)c1)c1ccccc1
 : -5	11
- COc1ccc(-c2nc(SC3CC(=O)N(c4ccc(F)cc4)C3=O)n[nH]2)cc1 (centres undefined)
 : 2	7
- Cc1ccc(Oc2cccc(NC(=O)c3cccc4ccccc34)c2)nn1
 : -9	7
- COc1ccc(C2SCCN2S(=O)(=O)c2ccc([N+](=O)[O-])cc2)cc1OC (centres undefined)
 : -8	-1
- CCN(CC)CCSc1nc(O)c(C2CCCCC2)c(=O)[nH]1
 : -6	3
- CC1Cc2ccccc2N1C(=O)C12CCC(C)(C(=O)O1)C2(C)C (centres undefined)
 : -5&8	-2&-6
- CSc1nnc2c(n1)OC(C)N(C(C)=O)c1ccccc1-2 (centres undefined)
 : 1	-6
- O=C1CC(c2noc(-c3ccccc3)n2)CN1c1ccc(F)cc1 (centres undefined)
 : 2	-3
- COc1ccccc1NS(=O)(=O)c1cc(-c2nn(C)c(=O)c3ccccc23)ccc1C
 : 10	-3
- CC1=C(C#N)C(=O)NC(=O)/C1=C\c1ccc(-c2ccc(Cl)c(C(=O)O)c2)o1
 : -4	13
- O=C(C1CCN(c2cncnc2N2CCCC2)CC1)N1CCN(c2ccccn2)CC1
 : 0	21
- Fc1ccc(OCCOCCN2CCNCC2)cc1
 : -157	-5
- CC(C)(C)NC(=O)Nc1ccc2nccnc2c1
 : 0	-4
- CCOC(=O)c1csc(NN=C2CCCc3cc(OC)ccc32)n1
 : 10	x
- CC(C)OCCCNC(=O)C1(C)CCC(=O)N1Cc1ccccc1 (centres undefined)
 : -1	-2
- COc1ccc(C2=NOC(C(=O)N3CCCCC3)C2)cc1OC (centres undefined)
 : -8	1
- COc1ccc(C)cc1NC(=O)CCC(=O)Nc1ccc2nc(N3CCOCC3)cc(C)c2c1
 : -7	23
- Clc1ccc(-c2ncnn2-c2ccc(Br)cc2)cc1
 : -1	-4
- Cc1ccc2c(c1C)-n1cccc1C1(CCN(C(=O)C3CCCC3)CC1)N2
 : -7	4
- Cc1ccc2c(Nc3cccc(Cl)c3)c(C(=O)N3CCSCC3)cnc2n1
 : -2	-1
- Cc1oc(C2CCC2)nc1C(=O)N1CCc2ccccc2C1
 : 0	-10
- CCN(CC)S(=O)(=O)c1ccc(Cl)c(C(=O)Nc2cccc(F)c2)c1
 : -2	-5
- Cc1ccnc(N2CCC(C(=O)Nc3ccccc3C)CC2)n1
 : 0	-7
- N#Cc1ccc(N=c2oc3ccccc3cc2C(N)=O)cc1
 : -1	-5
- Cc1ccc(C(=O)N2CCC(CC(=O)NCCc3ccc(Cl)cc3)CC2)cc1
 : -3	27
- CC(=O)OCC(OC(C)=O)C(OC(C)=O)C(OC(C)=O)C(OC(C)=O)C(OC(C)=O)OC(C)=O (centres undefined)
 : -6	x
- CN(C)c1ncccc1C(=O)N1CCSCC1
 : -5	0
- CCCOc1ccc(N2CC(C(=O)Nc3ccc4c(c3)OCO4)CC2=O)cc1 (centres undefined)
 : -3	2
- CC(C)CC(=O)N1CCN(c2ccc(NC(=O)c3ccccc3F)cn2)CC1
 : -8	-4
- CC(C)N(CC#CCNC(=O)c1c(F)cccc1F)C(C)C
 : 8	-7
- O=C(CSc1nnc2scc(-c3ccc(Cl)cc3)n12)NCC1CCCO1 (centres undefined)
 : 2	-3
- COc1cc(/C=C/C(=O)NCCn2ccc3ccccc32)cc(OC)c1OC
 : -1	16
- NC(=O)c1ccc(NC(=O)COc2ccc(Br)cc2Cl)cc1
 : -1	-1
- Cc1ccc(-c2nc3ncccn3c2Nc2ccc3c(c2)OCCO3)cc1
 : 12	10
- O=[N+]([O-])c1cccc(C2=CC(c3ccccc3F)n3ncnc3N2)c1 (centres undefined)
 : -6	21
- O=[N+]([O-])c1ccc(OCC(O)CN2CCN(c3cccc(Cl)c3)CC2)cc1 (centres undefined)
 : -2	21
- CCOc1ccc(NC(=O)C2CCN(c3c(C#N)cnc4ccc(C)cc34)CC2)cc1
 : 1	0
- Cc1ccc(NC(=O)C2CC(O)CN2C(=O)Oc2ccccc2)c(C)c1 (centres undefined)
 : 6	-1
- Cc1ccc(-c2nnn(CC(=O)Nc3ccc(OC(F)(F)F)cc3)n2)cc1
 : 2	1
- Cc1c(Cl)cccc1Nc1nc(O)c(C2=c3cc(Br)ccc3=NC2=O)s1
 : -3	10
- COc1ccc(C(=O)Nc2ccc(O)c(-c3nc4ccccc4o3)c2)cc1
 : -12	1
- O=C1CC(c2ccc3c(c2)OCO3)Sc2nc3ccccc3n21 (centres undefined)
 : 1	1
- Cc1ccc(NC(=O)c2ccco2)c(Br)c1
 : 0	-12
- Cc1cc(C)n2nc(-c3ccccc3)c(C)c2n1
 : -4	-23
- COc1cc(S(=O)(=O)N2CCN(c3ccc(F)cc3)CC2)c(OC)cc1Cl
 : 0	38
- CC(C)c1csc(C2CCCN(C(=O)C(C)(C)C)C2)n1 (centres undefined)
 : 0	5
- O=C(NCC(=O)N1CCCc2ccccc21)c1ccc(Br)o1
 : 2	-6
- COc1cc(OC)cc(C(=O)Nc2ccc(N(C)C)cc2)c1
 : 5	30
- CC(=O)c1cc(F)c(N2CCN(C(=O)c3cc(F)c(F)cc3Cl)CC2)cc1C
 : -3	5
- O=C(NCC1COc2ccccc2O1)c1cc(Cl)sc1Cl (centres undefined)
 : -12	x
- Cc1ccc(S(=O)(=O)Nc2ccc(NS(=O)(=O)c3ccc(C)cc3)c(Cl)c2)cc1
 : 1	1

Later entries:
Sequence of screens – Pf apPOL block	mHTT CaM bind
- CCCOc1ccc(NC(=O)C2CC(=O)N(C)C(=Nc3ccc(C)c(C)c3)S2)cc1 (centres undefined)
 : -2	4
- Cc1ccc(O)c(NS(=O)(=O)c2cccc3nsnc23)c1
 : -9	18
- Cc1cccc(-c2noc(C3CCN(CC(=O)Nc4ccc(N(C)C)cc4)CC3)n2)c1
 : 1	22
- CC(Nc1nc(-c2ccccc2)c2cc(Br)ccc2n1)C(=O)O (centres undefined)
 : -1	1
- O=c1oc(-c2ccccc2)nc2ccc(Cl)cc12
 : -1	-3
- Cc1ccsc1CN1CCN(Cc2ccc3c(c2)OCO3)CC1
 : -16	-2
- COc1cccc(CNc2ccc3cn[nH]c3c2)c1OC
 : 10	54*
- COc1cccc(CNC(=O)C2(C)CCCN(C(=O)NCc3ccc(F)cc3)C2)c1 (centres undefined)
 : -3	2
- O=C(NCc1ccc(F)cc1F)c1nnn2c1COC(c1ccc(Br)cc1)C2 (centres undefined)
 : -3	-1
- CSc1nc(C)cc(=O)[nH]1
 : x	-3
- COc1cc(C(=O)N2N=C(c3ccccc3)CC2c2ccccc2[N+](=O)[O-])cc(OC)c1OC (centres undefined)
 : -11	42
- CCC1CN2C=NC(N3CCN(C(=O)c4cccc(Cl)c4)CC3)=CC2=N1 (centres undefined)
 : -1	11
- O=C1CSC(c2cccs2)N1c1ccccc1 (centres undefined)
 : -11	-1
- Cc1ccc(C)c(CNC(=O)c2cn3c(n2)CN(CC(C)C)CC3)c1
 : 0	20
- CNC(=O)Cc1csc(-c2ccccc2F)n1
 : -4	2
- O=C(Cc1ccccc1)Nc1cc([N+](=O)[O-])ccc1O
 : 12	4
- CCC(=O)N1CCCC(c2nc(CNC(=O)C(C)C)cs2)C1 (centres undefined)
 : -3	-8
- Cc1ccc(C(=O)N2CCC(N3CCN(C)C3=O)CC2)c(C)c1
 : -2	2
- O=[N+]([O-])c1cccc(C2SCCN2S(=O)(=O)c2ccc(-c3ccccc3)cc2)c1 (centres undefined)
 : -1	-4
- O=C(CCn1cncn1)Nc1ccc(F)cc1
 : -9	-6
- COc1ccccc1NC(=O)N1CCc2c(c(COCc3ccccc3)nn2C)C1
 : -4	10
- COc1ccc(OC)c(C2SCCN2S(=O)(=O)c2ccc(C)c(C)c2)c1 (centres undefined)
 : 0	-3
- O=C(NC1CC2CC1N(C(=O)c1ccco1)C2)c1ccccc1 (centres undefined)
 : -3	2
- C#CCN1CC(COCCCC)Oc2cccc(F)c2S1(=O)=O (centres undefined)
 : -8	-26
- Cc1ccc(S(=O)(=O)NCC(=O)Nc2ccc(F)cc2)cc1
 : -5	-8
- COc1ccc(Br)cc1C(=O)Nc1cccc2nsnc12
 : -1	-9

Compound activity (PubChem BioAssay)
